Nrf2 activator: activates Nrf2 signaling; 0.31% of 410,000 active; AID 624171; Potency, µM (doses to about 46.1 µM), for the others: at the top dose activation, most hits filed as activators; AREc32 ARE-luciferase reporter (MCF7-derived line), luminescence, 24 h; also: potency is read from the fitted curve at half-maximal effect; % of control where 0% means no effect; nearly all actives have a fitted effect of over 65% in size
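AREc32 cells carrying an ARE-driven firefly luciferase reporter were seeded at 1000 cells/well in OPTI-MEM with 5% FBS, then exposed to compound for 24 hr at 37 deg C. Luminescence was read with Steady-Glo after 30 min at RT.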
Mm-Cpn inhibitor: blocks the Methanococcus maripaludis chaperonin Mm-Cpn; purified Mm-Cpn ATPase, ADP Transcreener TR-FRET; 0.031% of 330,000 active; Potency, µM (titrated, usually from 76.9 µM), inactives show at the top dose activity, negative = inhibition, hits mostly inhibitors; also: potency is read from the fitted curve at half-maximal effect; % is scaled to controls: 0 for no effect and ±100 for the full control effect; nearly all actives have a fitted effect of over 80% in size
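Inhibition of chaperonin ATP hydrolysis is measured as reduced ADP production, detected by competitive TR-FRET in which signal falls with ADP. Final enzyme 25 nM and ATP 10 uM, reacted 30 min at 37°C.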
TGFb inhibitor: inhibitors of TGF-b signaling. HepG2 CAGA-GFP TGF-b/SMAD3 reporter, GFP fluorescence, 18 h; TGF-beta stimulated, 500 pg/mL final. Potency, µM (series often up to 46.1 µM), for the others: at the highest dose activity, negative = inhibition, actives largely listed as inhibitors. 1.2% of 410,000 active. AID 588855; also: potency is read from the fitted curve at half-maximal effect; % is scaled to controls: 0 for no effect and ±100 for the full control effect; nearly all actives have a fitted effect of over 65% in size
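Per well, imaged GFP fluorescence of HEPG2 CAGA-GFP cells gives the signal; cells get compound, then TGF-beta (500 pg/mL final), 18 h at 37 degrees C; %Activity versus -TGF-beta and +DMSO controls.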
A549 tox: kills or reduces viability of A549 cells in Nrf2 counter-screen; 0.16% of 390,000 active; Potency, µM (series often up to 46 µM), without a hit: top-dose activity change, negative = cytotoxicity, most hits filed as inhibitors; AID 504648; A549 ARE-Fluc cells, CellTiter-Fluor viability, 18-24 h; also: potency is read from the fitted curve at half-maximal effect; % is scaled to controls: 0 for no effect and ±100 for the full control effect
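Cytotoxicity counterscreen: CellTiter-Fluor fluorescence was measured in A549 ARE_Fluc cells after 18-24 h of compound exposure in a concentration series. The subsequent BugLite luminescent read reports ARE-luciferase activity.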
Akt phos inh: blocks phosphorylation of Akt | Neuro2A IGF-stimulated pAkt S473 HTRF, 20 min; active compounds read low | 0.32% of 360,000 active | activity change, % for hits at 50 µM; in the data active = activity change below about -80%; inconclusive = mostly about -51% to -80%; also: % is scaled to controls: 0 for no effect and ±100 for the full control effect
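Neuro2A cells in DMEM with 0.5% FBS, overnight at 37 deg C, given compound at single 50 µM final, then IGF (6 nM final) for 20 min at 37 deg C. Lysed; phospho-Akt Ser473 by HTRF after 24 h, 665/615 ratio.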
Nrf2 block: Nrf2 pathway inhibition | Potency, µM (highest dose often 46 µM), for inactives: top-dose activity change, negative = inhibition, hits mostly inhibitors | 2.1% of 360,000 active | A549 ARE-Fluc reporter, luciferase luminescence, 18-24 h; also: potency is read from the fitted curve at half-maximal effect; % is scaled to controls: 0 for no effect and ±100 for the full control effect; nearly all actives have a fitted effect of over 60% in size
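Quantitative HTS in A549 cells stably bearing an antioxidant response element-firefly luciferase construct. Inhibition of Nrf2-driven transcription was scored by luminescence after 18-24 h of compound exposure at 37 °C.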
HepG2 tox: kills HepG2 cells in TGF-b inhibitor counter-screen | Potency, µM (series often up to 46.1 µM), inactives show at the highest dose activity change, negative = cytotoxicity, actives largely listed as cytotoxic | HepG2 CAGA-GFP viability, ATP luminescence, 18 h | 0.76% of 410,000 active; also: potency is read from the fitted curve at half-maximal effect; some results filed as inactive show a strong effect at the top dose
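HepG2 CAGA-GFP cells (1000/well, DMEM with 1% FBS) received compound, then TGF-beta at 500 pg/mL final, and were incubated 18 hours at 37 degrees C. Viability was read by CellTiter-Glo luminescence. Media-only wells were set as complete cell-killing and DMSO as no toxicity.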
S2 tox: viability counter-screen for ATXN expression inhibitors | 0.49% of 400,000 active | S2 cells (HEK-293 line with an ATXN2-luciferase reporter) viability, CellTiter-Fluor protease fluorescence, 24 h | Potency, µM (series often up to 56.7 µM), actives largely listed as cytotoxic | AID 651635; also: potency is read from the fitted curve at half-maximal effect; nearly all actives have a fitted effect of over 40% in size
CCT modulator: modulators of cytosolic chaperonin (CCT/TRiC) activity; AID 651819; 0.3% of 360,000 active; activity change, % (test concentration not listed), hits read low; purified chaperonin ATPase assay, HTRF ADP detection, 30 min; in the data active = activity change below about -30%; also: % is scaled to controls: 0 for no effect and ±100 for the full control effect
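TRiC at 40 or 20 nM final (batch-dependent) in 30 mM Tris pH 7.4, 100 mM KCl, 5 mM MgCl2, 1 mM DTT, with compound at single 76 uM and 10 uM ATP, 30 min at 37 deg C. ADP detected by HTRF Transcreener, 665/615 ratio.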
* marks the source's active call; other numbers are inactive results. Unless noted, calls follow the shape of the dose curve; as a rule, active = well fitted curve in the direction sought with a large enough effect; inconclusive = small, poorly fitted or top-dose-only effect, or another doubt; inactive = no such curve, though single readings can be large; an effect the other way counts as inactive or inconclusive.

For O=C(Nc1ncc(Cc2ccc(SC(F)F)cc2)s1)c1ccccc1 the results were Nrf2 activator 0.5%, Mm-Cpn inhibitor -5%, TGFb inhibitor inconclusive, A549 tox -4%, Akt phos inh inactive, Nrf2 block 6%, HepG2 tox -2%, S2 tox inconclusive and CCT modulator 1.3.
Screening Cc1cc(C(=O)Nc2ccccc2C(=O)O)ccc1NC(=O)COc1cccc([N+](=O)[O-])c1 returned Nrf2 activator -0.2%, Mm-Cpn inhibitor -2%, TGFb inhibitor -4%, A549 tox 0%, Akt phos inh inactive, Nrf2 block inconclusive, HepG2 tox -4%, S2 tox inactive and CCT modulator -2.8.
For Cc1ccc2cc(C)c(NCCO)nc2c1 the results were Nrf2 activator 0.0%, Mm-Cpn inhibitor -2%, TGFb inhibitor 1%, A549 tox -1%, Akt phos inh inactive, HepG2 tox -1%, S2 tox inactive and CCT modulator 0.3.
Screening COc1ccccc1C(=O)Nn1c(-c2cccs2)nc2ccccc2c1=O returned Nrf2 activator -0.9%, Mm-Cpn inhibitor 1%, TGFb inhibitor -10%, A549 tox -1%, Akt phos inh inactive, Nrf2 block 1%, HepG2 tox -13%, S2 tox inactive and CCT modulator -2.4.
For S=c1[nH]nc(-c2ccc3c(c2)OCO3)n1-c1ccccc1 the results were Nrf2 activator -0.5%, Mm-Cpn inhibitor -10%, TGFb inhibitor -12%, A549 tox 1%, Akt phos inh inactive, Nrf2 block 0%, HepG2 tox 2%, S2 tox inactive and CCT modulator -1.3.
Screening CCOc1ccc(NCc2cccn2-c2nnc(N3CCC(C(=O)NCCCN4CCCCC4CC)CC3)s2)cc1 (stereo unspecified) returned Nrf2 activator -0.6%, Mm-Cpn inhibitor -3%, TGFb inhibitor -20%, A549 tox 1%, Akt phos inh inactive, Nrf2 block 3%, HepG2 tox 14µM* and CCT modulator -1.9.
Screening Cc1ccnc(NS(=O)(=O)c2cccc3nsnc23)c1 returned Nrf2 activator -0.5%, Mm-Cpn inhibitor 0%, TGFb inhibitor 4%, A549 tox -5%, Akt phos inh inactive, Nrf2 block 4%, HepG2 tox 5%, S2 tox inactive and CCT modulator 0.7.
For O=C(O)CCC(=O)Nc1nc2ccc([N+](=O)[O-])cc2s1 the results were Nrf2 activator 0.0%, Mm-Cpn inhibitor 0%, TGFb inhibitor -1%, A549 tox 0%, Akt phos inh inactive, Nrf2 block 8%, HepG2 tox 13%, S2 tox inactive and CCT modulator 0.0.
For CCCCN(C)CCNC(=O)CSCc1ccc(C)cc1 the results were Nrf2 activator -0.2%, Mm-Cpn inhibitor 0%, TGFb inhibitor 11%, A549 tox 0%, Akt phos inh inactive, Nrf2 block 7%, HepG2 tox 2%, S2 tox inactive and CCT modulator -1.2.
COc1ccc(C(C(=O)NC(C)(C)C)N(CCC(C)C)C(=O)CCC(=O)Nc2cc(C)on2)cc1 (stereo unspecified) was read as Nrf2 activator 2.0%, Mm-Cpn inhibitor -1%, TGFb inhibitor inconclusive, A549 tox -2%, Akt phos inh inactive, Nrf2 block -4%, HepG2 tox -9%, S2 tox inactive and CCT modulator 1.1.
CSCCC1NC(=O)N(CC(=O)Nc2cccc3ccccc23)C1=O (stereo unspecified) was read as Nrf2 activator 0.1%, Mm-Cpn inhibitor -4%, TGFb inhibitor 0%, A549 tox -6%, Akt phos inh inactive, Nrf2 block 3%, HepG2 tox 0%, S2 tox inactive and CCT modulator -5.3.
CCOC(=O)/C(=N\Nc1ccccc1[N+](=O)[O-])c1csc(Nc2ccccc2)n1 was read as Nrf2 activator -0.4%, Mm-Cpn inhibitor 2%, TGFb inhibitor -18%, A549 tox -19%, Akt phos inh inactive, Nrf2 block 21µM*, HepG2 tox 2%, S2 tox inconclusive and CCT modulator -0.4.
`O=C1NC(N2CCOCC2)=N/C1=C/c1ccc2c(c1)OCO2` gave Nrf2 activator -0.2%, Mm-Cpn inhibitor -9%, TGFb inhibitor 6%, A549 tox -21%, Akt phos inh inactive, Nrf2 block 13%, HepG2 tox -15%, S2 tox inactive and CCT modulator -0.8.
COc1cccc(C(=O)NCCC(=O)NCc2cc(=O)n(C)c(=O)n2C)c1 was read as Nrf2 activator -0.7%, Mm-Cpn inhibitor -4%, TGFb inhibitor 22%, A549 tox 0%, Akt phos inh inactive, Nrf2 block 12%, HepG2 tox 10%, S2 tox inactive and CCT modulator 0.9.
O=c1c2ccccc2c(C=NCc2ccccn2)c(O)n1-c1ccccc1Cl was read as Nrf2 activator 0.6%, Mm-Cpn inhibitor -1%, TGFb inhibitor -1%, A549 tox -5%, Akt phos inh inactive, Nrf2 block 2%, HepG2 tox 0% and CCT modulator -15.
For COc1ccc(NC(=O)c2cc(-c3cc(F)ccc3OCC3CCCO3)n[nH]2)cc1OC (stereo unspecified) the results were Nrf2 activator 0.0%, TGFb inhibitor -29%, Akt phos inh inactive, HepG2 tox -32%, S2 tox inconclusive and CCT modulator 1.0.
`O=C1CC(Cc2ccc(Cl)cc2)C(=O)N1c1ccncc1` (stereo unspecified) gave Nrf2 activator -0.7%, Mm-Cpn inhibitor 1%, TGFb inhibitor inconclusive, A549 tox -5%, Akt phos inh inactive, Nrf2 block 0%, HepG2 tox -14%, S2 tox inactive and CCT modulator -5.8.
For O=C(CCc1ccccc1)Nc1cc(NC(=O)CCc2ccccc2)cc(C(=O)O)c1 the results were Nrf2 activator -0.3%, Mm-Cpn inhibitor -4%, TGFb inhibitor -1%, A549 tox 3%, Akt phos inh inactive, Nrf2 block -1%, HepG2 tox -3%, S2 tox inactive and CCT modulator -4.6.
Screening Cc1cc(C)cc(NC(=O)C2CCN(C(=O)c3cccs3)CC2)c1 returned Nrf2 activator -0.5%, Mm-Cpn inhibitor 0%, TGFb inhibitor 7%, A549 tox 3%, Akt phos inh inactive, Nrf2 block -1%, HepG2 tox -2%, S2 tox inactive and CCT modulator -0.6.
CCCn1c(N)c(C(=O)CSc2nnnn2-c2ccc(O)cc2)c(=O)n(C)c1=O was read as Nrf2 activator -0.5%, Mm-Cpn inhibitor 1%, TGFb inhibitor 11%, A549 tox -6%, Akt phos inh inactive, Nrf2 block inconclusive, HepG2 tox -4%, S2 tox inactive and CCT modulator -0.3.

Brought forward from above: two compounds, then new ones.
Screening Cc1cc(C)cc(NC(=O)C2CCN(C(=O)c3cccs3)CC2)c1 returned Nrf2 activator -0.5%, Mm-Cpn inhibitor 0%, TGFb inhibitor 7%, A549 tox 3%, Akt phos inh inactive, Nrf2 block -1%, HepG2 tox -2%, S2 tox inactive and CCT modulator -0.6.
CCCn1c(N)c(C(=O)CSc2nnnn2-c2ccc(O)cc2)c(=O)n(C)c1=O was read as Nrf2 activator -0.5%, Mm-Cpn inhibitor 1%, TGFb inhibitor 11%, A549 tox -6%, Akt phos inh inactive, Nrf2 block inconclusive, HepG2 tox -4%, S2 tox inactive and CCT modulator -0.3.
`C=C(C)CSc1nnc(-c2ccc(C)cc2)n1N` gave Nrf2 activator 0.3%, Mm-Cpn inhibitor 0%, TGFb inhibitor -28%, A549 tox -11%, Nrf2 block 5%, HepG2 tox -24% and CCT modulator -0.6.
`CCOC(=O)N1CCC(NC(=O)c2c(C)nn(-c3ccc(C)cc3)c2-n2cccc2)CC1` gave Nrf2 activator -0.6%, TGFb inhibitor 3%, A549 tox 4%, Nrf2 block 1%, HepG2 tox -17% and S2 tox inactive.
Screening O=C1CC(SC(=NCc2ccc3c(c2)OCO3)Nc2ccccc2)C(=O)N1 (stereo unspecified) returned Nrf2 activator -0.6%, Mm-Cpn inhibitor 0%, TGFb inhibitor 0%, A549 tox -5%, Nrf2 block -9%, HepG2 tox -25%, S2 tox inactive and CCT modulator 0.6.
For Cc1ccc(Cl)cc1N1CCN(C(=O)c2sc3nc4n(c(=O)c3c2C)CCC4)CC1 the results were Nrf2 activator -0.9%, TGFb inhibitor -7%, A549 tox 11%, Nrf2 block 4% and HepG2 tox -1%.
`CS(=O)(=O)N1CCC(Oc2ccccc2C(=O)NC2CCCCCC2)CC1` gave Nrf2 activator -0.6%, Mm-Cpn inhibitor -1%, TGFb inhibitor -2%, A549 tox -2%, Akt phos inh inactive, Nrf2 block 1%, HepG2 tox -4%, S2 tox inactive and CCT modulator 1.9.
For COc1ccccc1CNC(=S)Nc1ccc(S(N)(=O)=O)cc1 the results were Nrf2 activator -0.7%, Mm-Cpn inhibitor 1%, TGFb inhibitor 17%, A549 tox -1%, Akt phos inh inactive, Nrf2 block -5%, HepG2 tox 5%, S2 tox inactive and CCT modulator 1.3.
`COc1cc(/C=N/Nc2ccc(Cl)c(C(=O)O)c2)ccc1OC(=O)c1ccc(F)cc1` gave Nrf2 activator -0.8%, Mm-Cpn inhibitor 1%, TGFb inhibitor 9%, A549 tox 1%, Akt phos inh inactive, Nrf2 block 2%, HepG2 tox 7%, S2 tox inactive and CCT modulator -1.3.
Cc1c(C(=O)NCc2ccccc2)oc2c1-c1[nH]ncc1CC2 was read as Nrf2 activator 6.5%, TGFb inhibitor -21%, A549 tox 0%, Nrf2 block 2% and HepG2 tox 0%.
For Cc1ccnc(NC(=O)COC(=O)C2COc3ccccc3O2)n1 (stereo unspecified) the results were Nrf2 activator -0.1%, Mm-Cpn inhibitor 2%, TGFb inhibitor -11%, A549 tox 3%, Akt phos inh inactive, Nrf2 block 12%, HepG2 tox 7%, S2 tox inactive and CCT modulator -2.0.
For CC[C@@H]1C=C(C(=O)O)[C@H](c2ccc3c(c2)OCO3)N1S(=O)(=O)c1ccc(C)cc1 the results were Nrf2 activator -0.1%, Mm-Cpn inhibitor 1%, TGFb inhibitor -4%, A549 tox 0%, Akt phos inh inactive, Nrf2 block 9%, HepG2 tox -21%, S2 tox inactive and CCT modulator 0.2.
